# SW480 rerep = DNA re-replication induction in SW480 cells; AID 624297; SW480 DNA re-replication, Hoechst DNA content imaging, 48 h; Potency, µM (top dose mostly 46.1 µM), without a hit: at the top dose re-replication activation, usual class: activators; 1.8% of 340,000 active; note: potency is the fitted concentration of half-maximal effect; % of control where 0% means no effect; nearly all actives have a fitted effect of over 55% in size
#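 Treated cells incubate 48 hr (37 C, 5% CO2), are stained 40 min with Hoechst, and nuclear fluorescence is enumerated; a rise in nuclei with high DNA signal marks re-replication.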
# KB-3-1 tox = KB-3-1 parental cell cytotoxicity | KB-3-1 viability, CellTiter-Glo ATP luminescence, 72 h | Potency, µM (doses to about 46.1 µM), inactives show at the highest dose activity change, negative = cytotoxic, actives largely listed as cytotoxic | 1.4% of 400,000 active | AID 1347075; note: potency is the fitted concentration of half-maximal effect; % is set by controls: 0 for no effect and ±100 for the full control effect; nearly all actives have a fitted effect of over 60% in size
#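 Luminescent ATP read-out (CellTiter-Glo) measures survival of drug-naive KB-3-1 cells after 72 h compound exposure at 37 °C. Titration series was screened from lowest to highest concentration, with DMSO vehicle plates as background controls.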
# HT1080 IDH1KD tx = HT-1080 IDH1 knockdown cell toxicity (counter line). HT-1080 IDH1 knockdown viability, ATP luminescence, 48 h. Potency, µM (doses to about 46.1 µM), inactives show top-dose activity, negative = toxicity, actives largely listed as cytotoxic. 2% of 360,000 active. AID 686971;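 note: potency is the fitted concentration of half-maximal effect; 0% = DMSO wells and -100% = cell-free medium wells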
#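 Knockdown cells (IDH1KD HT-1080) received compounds 2 h after plating at 750 cells/well and were kept 48 h at 37 °C in 5% FBS RPMI. A CellTiter-Glo luminescence read gave % activity for curve fitting.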
# MCF10A rereplic = inducers of DNA re-replication in MCF 10A breast cells; MCF 10A DNA re-replication, Hoechst nuclear intensity, 48 h; Potency, µM (series often up to 46.1 µM), inactives show at the top dose activity, positive = re-replication, actives largely listed as activators; 2.9% of 350,000 active; AID 624296; note: potency is the fitted concentration of half-maximal effect; % of control where 0% means no effect; nearly all actives have a fitted effect of over 50% in size
# IL-1B inflam inh = inflammasome signaling inhibition, IL-1 beta readout; THP-1 LPS/ATP IL-1B secretion, AlphaLISA, 16 h; stronger effect = lower value; activity change, % at 57.5 µM; 4.7% of 360,000 active; AID 743279; in the data active = activity change below about -50%; inconclusive = mostly about -30% to -49%; note: % is set by controls: 0 for no effect and ±100 for the full control effect
#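 Secreted IL-1B measured by AlphaLISA bead assay after 16 h compound exposure of THP-1 cells; compounds (final up to 57.5 uM) added 1 h before LPS (250 ng/mL) and ATP (1.25 mM) stimulation; lower signal means less secretion.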
# HepG2 tox = HepG2 cytotoxicity, counter-screen for TGF-b inhibitors; AID 588856; 0.76% of 410,000 active; Potency, µM (series often up to 46.1 µM), without a hit: at the top dose activity change, negative = cytotoxicity, usual class: cytotoxic; HepG2 CAGA-GFP viability, ATP luminescence, 18 h; note: potency is the fitted concentration of half-maximal effect; some results filed as inactive show a strong effect at the top dose
#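 CellTiter-Glo luminescence gave cytotoxicity after 18 hours at 37 degrees C. The cells were HepG2 CAGA-GFP in 1% FBS DMEM, stimulated with 500 pg/mL TGF-beta after compound addition. %Activity was normalised to no-cell wells (complete cell-killing) and DMSO (no toxicity), and curves were fitted and classified.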
# HT1080-NT tox = kills 2HG-producing HT-1080-NT fibrosarcoma cells | HT-1080-NT fibrosarcoma viability, CellTiter-Glo ATP luminescence, 48 h | Potency, µM (titrated, usually from 46.1 µM), for inactives: at the highest dose activity, negative = less viability, usual class: cytotoxic | 1.6% of 360,000 active;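 note: NT is the 2HG producing partner of a matched IDH1 knockdown line; potency is the fitted concentration of half-maximal effect; 0% = DMSO-treated cells and -100% = media-only wells without cells; nearly all actives have a fitted effect of over 55% in size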
#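 Read-out is CellTiter-Glo luminescence after 10 minutes at room temperature, following 48 hours' compound treatment of HT-1080-NT cells (750 cells/well, RPMI, 5% FBS, 37 degrees C).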
# ATXN viability = cell viability loss in ATXN counter-screen; S2 cells (HEK-293 line with an ATXN2-luciferase reporter) viability, CellTiter-Fluor protease fluorescence, 24 h; AID 651635; Potency, µM (titrated, usually from 56.7 µM), actives largely listed as cytotoxic; 0.49% of 400,000 active; note: potency is the fitted concentration of half-maximal effect; nearly all actives have a fitted effect of over 40% in size
# ATXN2 expr inh = ATXN2 expression inhibition. HEK-293 ATXN2-luciferase reporter, luminescence, 24 h. Potency, µM (doses to about 57 µM), without a hit: at the highest dose activity change, negative = inhibition, usual class: inhibitors. 0.72% of 360,000 active. AID 1745845; note: potency is the fitted concentration of half-maximal effect; % is set by controls: 0 for no effect and ±100 for the full control effect; nearly all actives have a fitted effect of over 55% in size
#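 qHTS (up to 57 uM final) was run with 24 h compound exposure of reporter cells at 37 °C. Each well was multiplexed: SteadyGlo luminescence measured ATXN2-luciferase expression after a fluorogenic Gly-Phe-AFC viability readout (25 uM final).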
# * marks the source's active call; other numbers are inactive results; i = inactive; ? = inconclusive; · = no result given; & = joins results of further samples; ! = not active in a repeat; [ ] = remark or other dose. Unless noted, calls come from the whole dose curve; as a rule, active = well fitted curve in the direction sought with a large enough effect; inconclusive = small, poorly fitted or top-dose-only effect, or another doubt; inactive = no such curve, though single readings can be large; an effect the other way counts as inactive or inconclusive.
(1) CCCCn1c(N)c(N(Cc2ccccc2OC)C(=O)c2ccc([N+](=O)[O-])s2)c(=O)[nH]c1=O
(2) CNC[C@H](NC[C@@H](NCCCc1ccccc1)c1ccccc1)[C@H](C)O
(3) O=C(COC(=O)Cn1cnc2ccccc2c1=O)NCc1ccccc1
(4) COc1ccc(CCNC(=O)c2ccccc2Cl)cc1OC
(5) Cc1ccc(-n2c(/C=C/c3c(C)n(C)c4ccccc34)nc3ccccc3c2=O)cc1
entry no.,1,2,3,4,5
SW480 rerep,21µM*,2%,2%,-57%[inhibitor],·
KB-3-1 tox,?,-11%,21%,15%,-7%
HT1080 IDH1KD tx,-10%,-8%,-6%,-1%,·
MCF10A rereplic,?,-8%,3%,1%,·
IL-1B inflam inh,65,-28,-24,45,·
HepG2 tox,-30%,-28%,-25%,-3%,-4%
HT1080-NT tox,-18%,-11%,-1%,0%,·
ATXN viability,i,i,i,i,i
ATXN2 expr inh,-21%,-3%,-9%,-17%,1%

(6) COc1ccc2[nH]c(=O)c(CN(C(=O)NC3CCCCC3)C3CCCCC3)cc2c1
(7) CC(=O)c1cnc(Nc2nc(C)c3cc(C)c(C)cc3n2)nc1C
(8) CCOC(=O)c1ccc(NC(=O)CCN2C(=O)C3CC=CCC3C2=O)cc1 (configuration not stated)
(9) Cc1cc(N/N=C/c2ccccc2[N+](=O)[O-])nc(-n2nc(C)cc2C)n1
(10) CCOC(=O)CNC(=O)CSc1ncnc2c1cnn2Cc1ccccc1
entry no.,6,7,8,9,10
SW480 rerep,16%,-3%,-59%[inhibitor],23%,3%
KB-3-1 tox,?,-1%,-5%,?,?
HT1080 IDH1KD tx,1%,14%,0%,-28%,18µM*
MCF10A rereplic,2%,0%,5%,7%,14%
IL-1B inflam inh,2,11,-27,-97*,-100*
HepG2 tox,0%,0%,-30%,-40%,-26%
HT1080-NT tox,-7%,?,0%,?,?
ATXN viability,i,i,i,?,i
ATXN2 expr inh,0%,-6%,3%,?,-5%

(11) CCN(c1ccccc1)S(=O)(=O)c1ccc(Cl)c(NC(=O)COC(=O)c2ccc(O)cc2)c1
(12) COC(=O)C[C@H]1c2cc(F)cc(F)c2S(=O)(=O)N1C1CCN(Cc2ccccc2)CC1
(13) CCOC(=O)C1(Cc2ccc(OC)cc2)CCN(C(=O)CCc2cnccn2)CC1
(14) O=C1CC(NS(=O)(=O)c2ccc([N+](=O)[O-])cc2)CN1c1ccc2c(c1)OCCO2 (configuration not stated)
(15) CNC(=O)C[C@@H]1C(=O)N(c2ccc(Br)cc2)CC1(C)C
entry no.,11,12,13,14,15
SW480 rerep,-1%,-4%[9.22 µM],-3%,?,·
KB-3-1 tox,0%,-9%&-6%,25%,6%,?
HT1080 IDH1KD tx,12%,-8%,9%,10%,2%
MCF10A rereplic,11%,5%,-6%,-1%,·
IL-1B inflam inh,-3,-1,26,-1,3
HepG2 tox,-4%,-20%&0%,7%,-27%,1%
HT1080-NT tox,9%,0%,2%,9%,-2%
ATXN viability,i,i,i,i,i
ATXN2 expr inh,3%,1%,20%,-5%,-2%

(16) CC(C)Sc1cc(N2CCCC2)nc(-c2ccc(F)cc2)n1
(17) CCS(=O)(=O)c1nc(S(=O)(=O)c2ccc(Cl)cc2)c(NCc2ccccn2)s1
(18) O=c1[nH]c(SCc2ccc(Cl)cc2)nc2[nH]ncc12
(19) COCCN(C(=O)c1cccc(N2C(=O)CCC2=O)c1)c1nc(-c2ccc([N+](=O)[O-])cc2)cs1
(20) COc1ccccc1N1CCN(C(=O)CCc2nnc3ccc(N4CCOCC4)nn23)CC1
entry no.,16,17,18,19,20
SW480 rerep,0%,-10%,-7%,-1%,3%
KB-3-1 tox,11%,18%,-2%,?,13%
HT1080 IDH1KD tx,-8%,1%,?,-23%,4%
MCF10A rereplic,?,5%,16%,10%,0%
IL-1B inflam inh,2,-2,16,-11,0
HepG2 tox,-1%,0%,-16%,-11%,-1%
HT1080-NT tox,-2%,14%,-13%,-15%,-2%
ATXN viability,i,i,i,i,i
ATXN2 expr inh,-8%,4%[11.3 µM],3%,-13%,1%

# Full records, quoted from the list:
# Results for `Cc1ccc(-n2c(/C=C/c3c(C)n(C)c4ccccc34)nc3ccccc3c2=O)cc1` : SW480 rerep = ·; KB-3-1 tox = -7%; HT1080 IDH1KD tx = ·; MCF10A rereplic = ·; IL-1B inflam inh = ·; HepG2 tox = -4%; HT1080-NT tox = ·; ATXN viability = i; ATXN2 expr inh = 1%
# Results for `CCOC(=O)C1(Cc2ccc(OC)cc2)CCN(C(=O)CCc2cnccn2)CC1` : SW480 rerep = -3%; KB-3-1 tox = 25%; HT1080 IDH1KD tx = 9%; MCF10A rereplic = -6%; IL-1B inflam inh = 26; HepG2 tox = 7%; HT1080-NT tox = 2%; ATXN viability = i; ATXN2 expr inh = 20%

# Next entries follow:
(21) CN(CC(=O)Nc1ccccc1Cl)C(=O)COC(=O)c1ccc(C(F)(F)F)cc1
(22) CCOc1ccc(CNC(=O)C2CCCN(c3nnc(C)c4c(C)n(-c5ccccc5)nc34)C2)cc1 (configuration not stated)
(23) COc1ccccc1C1=NNC(=Nc2cccc(S(=O)(=O)N(C)C)c2)SC1
(24) OCCN1CCN(C2CCC(c3ccc(F)cc3)c3ccc(F)cc32)CC1 (configuration not stated)
(25) CCOCCCNC(=O)C(c1ccc(OC)cc1)N(Cc1cccs1)C(=O)c1ccccc1O (configuration not stated)
entry no.,21,22,23,24,25
SW480 rerep,-6%,-1%,?,?,-1%
KB-3-1 tox,30%,-1%&9%,?,?,3%&1%
HT1080 IDH1KD tx,-3%,?,?,23µM*,12%
MCF10A rereplic,4%,?,12%,21µM*,-5%
IL-1B inflam inh,2,17,-72*,-76*,-5
HepG2 tox,-3%,13µM*!,-4%,i,-36%&1%
HT1080-NT tox,-1%,?,?,18µM*,6%
ATXN viability,i,·,?,?,i
ATXN2 expr inh,-17%,?,-22%,25µM*,7%[11.3 µM]

(26) O=c1cc(N2CCN(c3ccc(F)cc3)CC2)[nH]c(=O)n1C1CCCCC1
(27) COc1ccc(NC(=O)COC(=O)C2CC(=O)N(c3ccc(C)cc3)C2)cc1 (configuration not stated)
(28) COc1ccc(CC(=O)N2CCN(S(=O)(=O)c3ccc(Cl)s3)CC2)cc1
(29) COC(C[C@@H](O)[C@H](C)[C@H](O)COCc1ccccc1)OC
(30) CN(Cc1ccccc1)C(=O)C1CCN(S(=O)(=O)c2cccc3nonc23)CC1
entry no.,26,27,28,29,30
SW480 rerep,12%,-8%,-3%,-41%[inhibitor],-9%
KB-3-1 tox,-28%,3%,4%,0%,2%
HT1080 IDH1KD tx,1%,4%,0%,4%,14%
MCF10A rereplic,26%,-6%,9%,?,5%
IL-1B inflam inh,4,-5,17,-1,0
HepG2 tox,-40%,0%,-39%,-3%,2%
HT1080-NT tox,0%,23%,0%,-1%,16%
ATXN viability,i,i,i,i,i
ATXN2 expr inh,?,1%,·,-5%,3%

(31) Cc1ccoc1C(=O)NCCNc1ccc(Cl)cc1[N+](=O)[O-]
(32) O=C(Cn1c2c(c(-c3ccccc3Cl)cc1=O)CCC2)NCC1CCCO1 (configuration not stated)
(33) Fc1cccc(Cl)c1CNCc1cccnc1
(34) COc1ccc(CNC(=O)C(OC(=O)c2ccco2)c2ccc(OC)cc2)cc1 (configuration not stated)
(35) COc1ccc(CC(NC(C)=O)C(=O)NC2CCN(c3ncccc3[N+](=O)[O-])CC2)cc1 (configuration not stated)
entry no.,31,32,33,34,35
SW480 rerep,-6%,-5%,-4%,-3%,-42%[inhibitor]
KB-3-1 tox,9%,7%,14%,0%,2%
HT1080 IDH1KD tx,3%,-3%,19%,3%,2%
MCF10A rereplic,0%,-2%,0%,-2%,?
IL-1B inflam inh,-59*,-11,39,-4,-11
HepG2 tox,-2%,-7%,3%,-1%,-37%
HT1080-NT tox,0%,-2%,15%,-1%,8%
ATXN viability,i,i,i,i,i
ATXN2 expr inh,29%,-2%,3%,2%,-19%

(36) Cc1ccc(S(=O)(=O)NCC(=O)Nc2ccc3c(c2)OCCO3)cc1
(37) O=C(CSc1ncnc2c1cnn2-c1ccccc1)NC1CCCC1
(38) O=C(CCNC(=O)N1CC(=O)Nc2ccccc21)NCCc1ccc(Cl)cc1
(39) Cc1nn(-c2ccccc2)c(NC(=O)C(C)C)c(-c2ccccc2)c1=O
(40) COc1ccc(CNC(=O)C[C@H]2C[C@H](C(=O)N3CCCCC3)[C@@]3(CCc4ccccc4)c4[nH]c5cc(-c6ccco6)ccc5c4CCN3C2=O)cc1OC
entry no.,36,37,38,39,40
SW480 rerep,?,-2%,·,3%,?
KB-3-1 tox,0%,?,-1%,9%,3%
HT1080 IDH1KD tx,7%,6%,3%,0%,0%
MCF10A rereplic,0%,8%,·,-5%,-2%
IL-1B inflam inh,16,-9,3,6,-24
HepG2 tox,1%,-2%,0%,0%,4%
HT1080-NT tox,-2%,6%,2%,1%,4%
ATXN viability,i,i,?,i,i
ATXN2 expr inh,15%,0%,·,0%,-3%

(41) CC(=O)Nc1ccc(OCC(O)CN2CCN(c3ccc(Cl)cc3)CC2)cc1 (configuration not stated)
(42) CCN(CC)S(=O)(=O)c1ccc2c(c1)c(=O)c(C(=O)N1CCN(c3ccc(F)cc3)CC1)cn2C
(43) Cc1ccc(C(=O)Nc2nnn(C)n2)cc1
(44) CCOC(=O)Cc1csc(NC(=O)CSc2nc(C)cc(=O)[nH]2)n1
entry no.,41,42,43,44
SW480 rerep,-1%,·,-3%,-7%
KB-3-1 tox,-4%,-25%,0%,8%
HT1080 IDH1KD tx,-10%,·,-6%,2%
MCF10A rereplic,-9%,·,4%,4%
IL-1B inflam inh,17,·,10,14
HepG2 tox,1%,-11%,-1%,58%
HT1080-NT tox,-13%,·,-8%,1%
ATXN viability,i,i,i,i
ATXN2 expr inh,-10%,2%,7%,1%

# Compound activity as filed in PubChem.
